GPR151 activ: activates the human receptor GPR151. Q8TDV0. PathHunter beta-arrestin GPR151 cells, luminescence. activation, % at 11.2 µM. actives 1% (n = 650,000); in the data active = activation above about 4.9%;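 also: 0% = median of compound wells and 100% = cells with positive control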
Target sequence (Q8TDV0 whole entry, looked up): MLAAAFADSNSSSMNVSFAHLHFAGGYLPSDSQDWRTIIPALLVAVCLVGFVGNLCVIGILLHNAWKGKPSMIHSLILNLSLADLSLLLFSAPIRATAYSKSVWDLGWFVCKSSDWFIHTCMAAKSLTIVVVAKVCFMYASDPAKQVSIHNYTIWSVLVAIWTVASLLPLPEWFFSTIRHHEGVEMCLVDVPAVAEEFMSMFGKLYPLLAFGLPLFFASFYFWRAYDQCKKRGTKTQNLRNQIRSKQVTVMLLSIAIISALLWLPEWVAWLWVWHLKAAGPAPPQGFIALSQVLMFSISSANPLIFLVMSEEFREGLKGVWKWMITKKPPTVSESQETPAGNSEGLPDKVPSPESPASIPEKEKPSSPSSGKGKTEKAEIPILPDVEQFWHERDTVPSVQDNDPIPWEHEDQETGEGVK
FBW7 act: activators of human E3 ligase FBW7; normalized activity (activation), % at 26.1 µM; AID 1259310; AlphaScreen FBW7–phospho-cyclin E peptide binding, activator screen; actives 0.13% (n = 650,000); in the data active = normalized activity above about 1.9%;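 also: purified mutant Fbw7 with reduced substrate affinity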
TEAD-YAP block: TEAD-YAP interaction inhibition | HEK-TIYL cells, TEAD-Gal4/YAP UAS-luciferase luminescence | inhibition, % at 9.12 µM | actives 1.4% (n = 640,000); in the data active = inhibition above about 32%;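 also: 0% = median of test compound wells and 100% = reference inhibitor wells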
MITF inh: inhibitors of human MITF; O75030; AlphaScreen MITF homodimerization, bead proximity signal; inhibition, % at 2.6 µM; actives 0.91% (n = 650,000); AID 1259374; in the data active = inhibition above about 50%;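 also: 0% = vehicle wells with protein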
Target sequence (O75030 whole entry, looked up): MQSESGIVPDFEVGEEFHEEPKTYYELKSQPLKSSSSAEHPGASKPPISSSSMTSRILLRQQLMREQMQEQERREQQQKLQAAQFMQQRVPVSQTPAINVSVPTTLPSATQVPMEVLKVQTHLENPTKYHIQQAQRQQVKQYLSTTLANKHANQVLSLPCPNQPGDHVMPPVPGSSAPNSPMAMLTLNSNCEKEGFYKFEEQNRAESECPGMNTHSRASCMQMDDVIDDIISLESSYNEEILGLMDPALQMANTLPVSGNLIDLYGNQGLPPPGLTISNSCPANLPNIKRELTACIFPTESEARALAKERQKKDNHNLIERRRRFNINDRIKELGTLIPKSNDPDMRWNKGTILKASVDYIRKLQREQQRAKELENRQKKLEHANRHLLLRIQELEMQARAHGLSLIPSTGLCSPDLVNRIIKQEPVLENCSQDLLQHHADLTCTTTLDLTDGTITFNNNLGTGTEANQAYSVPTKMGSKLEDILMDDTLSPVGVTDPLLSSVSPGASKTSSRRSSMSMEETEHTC
Starred values were filed as active, the others as inactive; & = joins results of further samples.

SMILES	GPR151 activ	FBW7 act	TEAD-YAP block	MITF inh
CCOc1ccc(CNC(=O)Cn2c3ccccc3c3nc(=O)cc(C)n32)cc1	0.3	0.0	3	1
COc1ccc(S(=O)(=O)NCc2ccccc2Cl)c2cccnc12	1.0	0.0	4	-3
OCCC1CN(Cc2cccc3ncccc23)CCN1Cc1ccc(F)cc1 (configuration not stated)	2.5	0.0	8	2
Cc1ccccc1NC(=O)c1sc2nc3c(c(-c4ccco4)c2c1N)CCCC3	-1.0	0.1	-10	-8
Cc1ccc(NC(=O)c2cc(S(=O)(=O)N3CCc4ccccc4C3)ccc2F)cc1F	0.4	-0.1	-2	10
CCOC(=O)c1ccc2ncc(C(=O)OCC)c(Nc3cccc(Cl)c3C)c2c1	0.4	0.3	4	9
CCOCCCNC(=O)C1CCCN(C(=O)c2cnn(-c3ccccc3)c2-n2cccc2)C1 (configuration not stated)	0.4	0.1	-7	-3
COc1ccc(C2C(C(=O)N3CCN(c4ccccc4)CC3)c3cc(OC)c(OC)cc3C(=O)N2C)cc1OC (configuration not stated)	1.1	0.6	10	18
COC(=O)C(O)(c1ccc(N(C)C(=O)c2ccco2)cc1)C(F)(F)F (configuration not stated)	-1.2	0.1	1	1
COc1ccc(CCN(C)C2CCCN(C(=O)c3ccc(=O)n(C)n3)C2)cc1OC (configuration not stated)	-0.4	0.0	-8	-3
CC(C)NC(=O)Cn1c(=S)[nH]c2ccccc2c1=O	0.4	0.0	-9	15
Cc1cc(C)nc(NS(=O)(=O)c2ccc(N=NN3CCCCCC3)cc2)n1	-0.1	0.3	9	14
CC(=O)Nc1ccc(C(=O)OCC(=O)N(C(C)C)C(C)C)cc1	0.2	0.0	7	2
CC1(C)CC(=O)C/C(=N\NC(=O)c2cccc(Cl)c2)C1	0.8	0.1	-11	11
CCOCCn1cnc2sc(C(=O)N3CCC(C)CC3)c(C)c2c1=O	1.2	0.0	-3	14
N#Cc1cccc(NC(=O)c2cc3c(=O)oc4ccccc4c3s2)c1	1.0	0.9	-4	2
Cc1cc(C)c(NC(=S)N(Cc2ccccc2)Cc2cccs2)c(C)c1	0.7	-0.1	2	0
COc1ccc2cc(/C=N/NC(=O)Cc3ccccc3)ccc2c1	0.4	0.2	-2	-24
O=C(NC(=S)Nc1ccc(I)cn1)c1cccs1	0.6	-0.1	-57	-4
CC(C)c1ccc2oc(-c3ccc(NC(=S)NC(=O)c4cc5ccccc5o4)cc3)nc2c1	-0.3	0.9	29	3
CC(C#N)(NC(=O)CSc1nnc(-c2ccc(Cl)cc2)o1)C1CC1 (configuration not stated)	3.3	0.1	11	7
Cc1cc2cc(CNC(=O)c3ccco3)ccc2n1C	-0.9	-0.3	-2	-1
CC(C1CC1)N(Cc1ccccc1)C(=O)Nc1cccc([N+](=O)[O-])c1 (configuration not stated)	-0.3	0.0	-1	11
O=c1oc2ccc(Cl)cc2cc1-c1csc(Nc2c(F)cccc2F)n1	0.0	-0.2	-6	0
Cn1c(CNC(=O)Nc2ccccc2)nnc1SCc1ccccc1	-1.3	0.0	3	3
CC1CCc2c(sc3ncn(C4CCNCC4)c(=O)c23)C1 (configuration not stated)	-0.3	0.0	-4	12
CCc1ccccc1NC(=O)C(CC)Sc1nc2ccsc2c(=O)n1CCCC(=O)NCCc1ccc(S(N)(=O)=O)cc1 (configuration not stated)	0.7	0.2	1	4
N#C/C(=C(/NC(=O)c1ccccc1)SCC(=O)Nc1cccc(Cl)c1)C(CC(=O)c1ccccc1)c1ccccc1Cl (configuration not stated)	-1.5	-0.1	3	11
O=C1N=C(c2ccccc2)S/C1=C\c1ccccc1F	-0.4	0.1	-2	13
CNS(=O)(=O)c1cc(-c2nnc(Nc3cccc(C(F)(F)F)c3)c3ccccc23)ccc1C	-0.6	0.0	-2	0
COC(=O)c1ccc(CN2CCCC(N3CCN(c4ccccc4OC)CC3)C2)cc1 (configuration not stated)	-1.4	-0.1	-1	8
CCOc1ccccc1-n1c(=S)sc2c(=O)n(-c3ccccc3)c(SCc3csc(C)n3)nc21	1.1	0.1	-9	3
CC(=O)c1cccc(NC(=S)NN2CCN(C)CC2)c1	0.4	-0.1	-19	2
O=C(CNC(=O)c1cccs1)NNC(=O)CN1CCCc2ccccc21	-2.4	-0.1	16	-4
O=[N+]([O-])c1cc2c(cc1CN1CCCCCC1)OCO2	0.2	-0.3	5	52*
O=[N+]([O-])c1cc(Cl)ccc1NCCNS(=O)(=O)c1ccccc1	-0.2	-0.2	-11	4
C=CCNCCC1CCC(=O)N1CCc1ccccc1F (configuration not stated)	-0.7	0.2	1	-17
O=C(Nc1ccc(-c2nnc3n2CCCCC3)cc1)c1ccccn1	-0.8	0.0	-22	-2
COc1ccc(CNC(=O)C/C(C)=N/NC(=O)Cc2ccc(OC)cc2)cc1	-1.7	0.0	-3	-3
O=C(c1cc(Cc2ccccc2)no1)N1CCSCC1	0.2	-0.1	-1	-8
CCOc1nn(CC)cc1-c1nnc(SCc2ccc(C(=O)OC)cc2)n1C	1.3	-0.1	-1	-3
Cc1ccc(S(=O)(=O)N2CCN(C(=O)c3cccc(Cl)c3)CC2)cc1	-0.5	0.1	-5	6
Cn1nccc1Nc1ncc(C(=O)NCCc2ccc(O)cc2)s1	2.2	0.7	-3	0
COc1ccc(NC(=O)O/N=C\c2ccc(F)cc2)cc1	-0.4	0.1	-2	-2
Cc1ccc(S(=O)(=O)CCc2nnc(NC(=O)C3CCCCC3)s2)cc1C	-0.6	0.1	5	18
CC(=O)Nc1ccc(OC(=O)c2ccco2)cc1	-1.2	0.0	3	1
CS(=O)(=O)N1CCc2cc(N3CCN(Cc4cccc(Cl)c4)C3=O)ccc21	0.2	-0.2	12	3
O=[N+]([O-])c1cc(F)c(N2CCCC2)cc1N1CCN(S(=O)(=O)c2ccccc2)CC1	-1.1	-0.1	-1	-4
COP(=O)(OC)C(Nc1cccc2ccccc12)c1ccc([N+](=O)[O-])cc1 (configuration not stated)	0.1	0.0	1	7
CCCOc1ccccc1N1C(=O)C2ON(c3ccccc3)C(c3ccc(N(C)C)cc3)C2C1=O (configuration not stated)	-0.2	-0.2	2	14
COc1ccc(OC)c(NC(=O)c2cn(-c3ccc(F)cc3F)c(=O)c3ccccc23)c1	1.7	0.1	7	14
O=C(COc1ccccc1C(=O)OC1CCOC1=O)Nc1cccc(C(F)(F)F)c1 (configuration not stated)	-0.9	0.1	1	9
O=C(COc1ccc2ccccc2c1)N/N=C/c1cc(Br)ccc1O	-0.5	-0.1	3	-3
CC1=C/C(=N\NC(=S)Nc2cccnc2)CC(C)(C)C1	-1.6	-0.1	24	6
Fc1ccc(-c2nn3c(=S)[nH]nc3c3ccccc23)cc1	1.4	-0.1	-7	-4
O=C(NCc1cccs1)c1ccc(Sc2ccccc2Cl)c([N+](=O)[O-])c1	0.4	0.0	-5	4
CCOc1cc(/C=N/NC(=O)CC2(C)OCCO2)cc(Br)c1O	0.1	0.0	-1	-2
COc1ccc(C2C(C(=O)N3CC(C)CC(C)C3)c3ccccc3C(=O)N2C2CCCCC2)cc1 (configuration not stated)	-0.9	0.2	9	-11
N#Cc1cc2cc3c(cc2nc1NCCCNC(=O)c1cccnc1)OCO3	0.1	-0.1	4	-8
COc1ccc(C(=O)CN2Cc3ccccc3C2=N)cc1OC	0.5	-0.1	-84	12

Remaining list, next part.
SMILES	GPR151 activ	FBW7 act	TEAD-YAP block	MITF inh
COc1ccc(-c2nnc(N)s2)cc1OC	-0.5	0.2	-13	22
CC(C)Cn1c(=O)c(C#N)cc2c(=O)n3ccccc3nc21	-1.0	0.1	0	21
OCCN1CCN(c2cc(-c3ccccc3F)nc(-c3cccnc3)n2)CC1	1.4	-0.1	5	-5
Cc1cc(NC(=O)c2cc(-c3ccc4c(c3)OCO4)nc3ccccc23)no1	-0.6	0.3	-6	7
Cc1csc2nc(CNC(=O)C3CC=CCC3C(=O)O)cn12 (configuration not stated)	0.1	-0.1	-6	-9
O=C(CCCc1c[nH]c2ccccc12)N1CCC2(CC1)CC(O)(c1nccs1)CO2 (configuration not stated)	0.2	0.1	9	3
COCCN(CCOC)C(=O)c1cc2c(-c3ccccc3)nn(-c3ccccc3)c2s1	-0.7	0.3	12	16
CNC(=O)c1cc2ccc(OC)cc2oc1=O	-0.5	-0.2	-27	-3
O=C1/C(=C/c2ccco2)SC(=S)N1c1cccnc1	-2.0	-0.5	-11	68*
Cc1ccc(C)c(C(=O)NCC2CCC3(CCN(C(=O)C4CC4)CC3)O2)c1 (configuration not stated)	-0.6	0.1	8	6
Cc1cc(C)cc(NC(=O)c2ccc3c(=O)n(-c4ccccc4)c(SCC#N)nc3c2)c1	-1.2	0.2	9	-11
O=C1CC(CSc2nnnn2-c2ccccc2)=NN1c1ccccc1	-1.7	-0.1	5	14
CCc1c(C)sc(NC(=O)Cc2ccc(Cl)cc2)c1C(N)=O	1.0	-0.1	7	-2
NC(=O)c1ccc(NC(=O)c2ccccc2C(F)(F)F)cc1	0.3	0.0	-7	-4
Cc1cc(NC(=O)COc2ccc(I)cc2)no1	-0.6	0.0	-41	6
Nc1nc(NCc2cccc(C(F)(F)F)c2)cc(NCc2ccc3c(c2)OCO3)n1	0.7	-0.1	3	10
COc1cccc(C2=NC(C)(CC(C)C)NC(c3ccccc3O)C2)c1 (configuration not stated)	0.8	-0.2	-32	2
Cc1cc(=O)n2c(-c3ccccc3C)n[nH]c2n1	-1.5	0.1	-17	13
Cc1cccc(C)c1NC(=O)c1cc(S(=O)(=O)N2CCc3ccccc32)cn1C	0.3	-0.1	-8	6
COc1cccc(CSc2nsc(SCc3cccc(OC)c3)c2C#N)c1	2.2	0.1	4	-11
CC(NC(=O)c1cc2n(n1)C(C(F)(F)F)CC(c1ccc(Br)cc1)N2)c1ccccc1 (configuration not stated)	0.1	-0.1	11	-4
COc1ccc(-c2cc(-c3ccccc3)nc(SCc3c(F)cccc3Cl)c2C#N)cc1	0.6	0.0	-3	4
CC(C)(C)C(=O)NCC(c1ccco1)N1CCN(c2ccc(F)cc2)CC1 (configuration not stated)	0.3	-0.1	-1	-4
N/C(Cc1ccc([N+](=O)[O-])cc1)=N\OC(=O)C(c1ccccc1)c1ccccc1	0.2	-0.1	5	7
Cc1cc2c(N3CCC(C(N)=O)CC3)ncnc2s1	-0.3	0.0	6	9
CCOc1ccc(-n2c(N)c(C(=O)NCc3cccnc3)sc2=S)cc1	-0.9	-0.1	-1	-6
OCCOc1ccc(Br)cc1CO	-1.0	0.7	7	10
Cc1ccc2onc(CNC(=O)Nc3cccc(Cl)c3)c2c1	4.4	0.0	-5	3
Cc1ccc(NC(=O)COc2ccc(Br)cc2)cc1Cl	0.2	0.3	3	4
CCOc1cc(C#N)ccc1OCc1ccc(C(=O)O)cc1	-0.2	-0.1	-4	10
CCCOc1ccc(-c2nnc(SCC(N)=O)n2-c2ccccc2)cc1	5.3*	0.0	8	-2
COC(=O)C1=C(C)NC2=C(C(=O)CCC2)C1c1ccc(Cl)c([N+](=O)[O-])c1 (configuration not stated)	-1.4&-1.0	0.1&0.1	14&5	15&19
COc1ccc(C2CC(=O)c3cnc4c(-c5ccccc5)c(C)nn4c3C2)cc1 (configuration not stated)	0.0	0.7	-3	7
CC(C)(C)NC(=O)CSc1nnc(-c2c[nH]c3ccccc23)o1	3.5	0.0	4	2
CC1=NN(C(N)=S)C(=O)C1N=Nc1ccc(Cl)cc1Cl (configuration not stated)	0.6	0.1	-28	9
CC1CCN(c2nc3c(c(=O)[nH]2)CCN(Cc2cnc4ccccc4c2)C3)CC1	0.6	-0.1	12	1
Cc1cc(C(=O)CSc2nnc(CN3CCCC3)o2)c(C)n1C1CC1	-0.1	-0.2	5	-9
O=C1CCCN1CCCNc1cc(-c2csc3ccccc23)ncn1	-0.9	-0.1	-30	1

Gathered by group: the entries above containing an aryl methoxy group.
SMILES	GPR151 activ	FBW7 act	TEAD-YAP block	MITF inh
COc1ccc(S(=O)(=O)NCc2ccccc2Cl)c2cccnc12	1.0	0.0	4	-3
COc1ccc(C2C(C(=O)N3CCN(c4ccccc4)CC3)c3cc(OC)c(OC)cc3C(=O)N2C)cc1OC (configuration not stated)	1.1	0.6	10	18
COc1ccc(CCN(C)C2CCCN(C(=O)c3ccc(=O)n(C)n3)C2)cc1OC (configuration not stated)	-0.4	0.0	-8	-3
COc1ccc2cc(/C=N/NC(=O)Cc3ccccc3)ccc2c1	0.4	0.2	-2	-24
COC(=O)c1ccc(CN2CCCC(N3CCN(c4ccccc4OC)CC3)C2)cc1 (configuration not stated)	-1.4	-0.1	-1	8
COc1ccc(CNC(=O)C/C(C)=N/NC(=O)Cc2ccc(OC)cc2)cc1	-1.7	0.0	-3	-3
COc1ccc(NC(=O)O/N=C\c2ccc(F)cc2)cc1	-0.4	0.1	-2	-2
COc1ccc(OC)c(NC(=O)c2cn(-c3ccc(F)cc3F)c(=O)c3ccccc23)c1	1.7	0.1	7	14
COc1ccc(C2C(C(=O)N3CC(C)CC(C)C3)c3ccccc3C(=O)N2C2CCCCC2)cc1 (configuration not stated)	-0.9	0.2	9	-11
COc1ccc(C(=O)CN2Cc3ccccc3C2=N)cc1OC	0.5	-0.1	-84	12
COc1ccc(-c2nnc(N)s2)cc1OC	-0.5	0.2	-13	22
CNC(=O)c1cc2ccc(OC)cc2oc1=O	-0.5	-0.2	-27	-3
COc1cccc(C2=NC(C)(CC(C)C)NC(c3ccccc3O)C2)c1 (configuration not stated)	0.8	-0.2	-32	2
COc1cccc(CSc2nsc(SCc3cccc(OC)c3)c2C#N)c1	2.2	0.1	4	-11
COc1ccc(-c2cc(-c3ccccc3)nc(SCc3c(F)cccc3Cl)c2C#N)cc1	0.6	0.0	-3	4
COc1ccc(C2CC(=O)c3cnc4c(-c5ccccc5)c(C)nn4c3C2)cc1 (configuration not stated)	0.0	0.7	-3	7

Assay outcomes (PubChem)
